# Screens as filed in PubChem.
# PG9 binder – binds the HIV-1 gp120 antibody PG9; hit rate 0.43% among 360,000; inhibition, % at 6.7 µM; TR-FRET gp120-PG9 antibody binding; in the data active = inhibition above about 8.5%
# rCAG RNA binder – molecules binding r(CAG) RNA repeats; AID 651821; r(CAG) RNA repeat, TO-PRO-1 dye displacement fluorescence; hit rate 1.3% among 370,000; inhibition, % at 3 µM;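 active = inhibition above the plate cutoff, the mean of all test compounds on that plate plus 3 SD, cut at about 35% in these data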;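 also: 0% = DMSO alone and 100% = 100 µM mitoxantrone as full dye displacement; higher means more dye released from RNA so lower well fluorescence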
# mABHD4 FP – inhibits mouse alpha/beta hydrolase domain 4 | Q8VD66 | purified mABHD4, FP-Rh probe fluorescence polarization | inhibition, % at 8.92 µM | hit rate 0.54% among 370,000 | AID 720543;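 active = inhibition exceeding the mean over every tested compound plus 3 SD, cut at about 30% in these data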;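 also: 0% = plate median of compound wells and 100% = S159A mutant with DMSO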
# Target sequence (Q8VD66 whole entry, looked up, the tested form may be a part): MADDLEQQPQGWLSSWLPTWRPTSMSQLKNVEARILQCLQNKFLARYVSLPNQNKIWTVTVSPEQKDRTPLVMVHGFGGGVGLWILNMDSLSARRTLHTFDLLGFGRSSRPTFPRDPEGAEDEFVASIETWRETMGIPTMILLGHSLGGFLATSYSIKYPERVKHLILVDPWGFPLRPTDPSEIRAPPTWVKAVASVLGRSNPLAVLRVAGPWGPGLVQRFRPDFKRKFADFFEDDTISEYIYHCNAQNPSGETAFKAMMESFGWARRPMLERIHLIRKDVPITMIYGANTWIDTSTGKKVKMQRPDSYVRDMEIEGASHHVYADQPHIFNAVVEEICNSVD
#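 assay system = mABHD4 protein | compound dosing = single nominal dose of 8.92 µM, 0.89% DMSO final | read-out basis = percent inhibition of probe binding, normalized to plate controls | schedule = Enzyme–compound pre-incubation 45 min, then probe 60 min, both 25 °C | detection = fluorescence polarization, excitation 525 nm, emission 598 nm, BODIPY TMR filters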
# SIAE inh – inhibitors of human sialic acid acetylesterase SIAE. Q9HAT2. SIAE FP-Rh probe binding, fluorescence polarization. inhibition, % at 9.66 µM. hit rate 0.69% among 370,000;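 active = inhibition above a cutoff: mean of compounds within the control limits plus 3 SD of those, cut at about 17% in these data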;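 also: 0% = plate median of compound wells and 100% = probe without SIAE protein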
# TDP2 absorb – blocks human TDP2 phosphodiesterase activity | recombinant TDP2, T5PNP hydrolysis, p-nitrophenol absorbance 415 nm | inhibition, % at 12.8 µM | hit rate 0.34% among 370,000 | AID 720702;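 active = inhibition above the mean of all tested compounds plus 3 SD, set per campaign, cut at about 25% in these data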;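 also: 0% = DMSO with enzyme and 100% = buffer with substrate but no TDP2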
#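 Test system: human TDP2 enzyme; Input: 120 nM TDP2 per well; Buffer or medium: Mg2+-containing Tris-HCl buffer, pH 7.5; Reagent: 5 mM T5PNP; Dosing: 12.8 µM single point, 1% DMSO; Incubation: reaction 2 h, 37 °C; Detection: p-Nitrophenol epi absorbance; Read-out: % inhibition relative to enzyme-containing and enzyme-free wells; Replicates: single well per compound.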
# LEDGF integ inh – blocks HIV-1 LEDGF/p75-dependent DNA integration. TR-FRET IN-LEDGF/p75 DNA integration, Eu/Cy5. inhibition, % at 3.7 µM. hit rate 0.64% among 370,000. AID 743269;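 active = inhibition above the screen-wide mean plus 3 SD, cut at about 13% in these data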;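 also: signal is the Cy5 over europium emission ratio at 671 and 618 nm; 0% = plate median of compound wells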
# NR1D1 modulator – modulates human Rev-erb alpha binding to DNA. P20393. Rev-erbα–FITC-DNA binding, fluorescence polarization, 90 min. activity, % at 10 µM. hit rate 0.79% among 370,000. AID 1259318;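 active = activity above about 14%, limit read from the data; passing the limit was not always enough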;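 also: 0% = DMSO wells with 35 nM protein and 100% = DMSO wells with 750 nM protein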
# Target sequence (P20393 whole entry, looked up): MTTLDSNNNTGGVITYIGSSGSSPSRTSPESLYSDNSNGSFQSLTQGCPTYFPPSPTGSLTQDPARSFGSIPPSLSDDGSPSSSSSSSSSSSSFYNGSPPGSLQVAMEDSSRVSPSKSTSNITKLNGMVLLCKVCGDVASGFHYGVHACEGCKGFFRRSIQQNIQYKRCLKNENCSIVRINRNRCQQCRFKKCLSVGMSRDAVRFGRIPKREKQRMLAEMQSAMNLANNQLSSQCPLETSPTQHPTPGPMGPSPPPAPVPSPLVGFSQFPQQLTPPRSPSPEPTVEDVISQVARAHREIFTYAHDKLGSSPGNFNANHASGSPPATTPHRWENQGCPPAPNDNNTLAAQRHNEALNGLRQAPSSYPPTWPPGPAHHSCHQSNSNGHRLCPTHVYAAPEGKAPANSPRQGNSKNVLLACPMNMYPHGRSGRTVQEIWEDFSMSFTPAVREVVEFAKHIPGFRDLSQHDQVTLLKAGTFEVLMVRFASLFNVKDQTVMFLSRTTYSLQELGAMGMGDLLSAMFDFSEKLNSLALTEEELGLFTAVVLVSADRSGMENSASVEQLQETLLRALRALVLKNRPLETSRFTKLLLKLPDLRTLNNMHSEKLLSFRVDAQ
# TCR CD3 inh – inhibitors of human TCR-CD3 interaction | TAMRA-labeled TCR probe fluorescence, biochemical | inhibition, % at 9.4 µM | hit rate 0.37% among 360,000 | AID 651800; in the data active = inhibition above about 19%;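 also: recombinant mutant TCR 2C K166C tagged with TAMRA read by polarization; 0% = receptor in buffer alone and 100% = receptor with positive control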
# PRMT1 FP inh – PRMT1 (human) inhibition, primary screen | Q99873 | recombinant PRMT1, activity-based probe fluorescence polarization | inhibition, % at 2.79 µM | hit rate 1.3% among 370,000 | AID 652257;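 active = inhibition above about 21% made by adding two undisclosed values, limit read from the data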
# HTRA1 inhibitor – blocks human HTRA1 serine peptidase | Q92743 | recombinant HTRA1, FP-rhodamine activity-based probe, fluorescence polarization | inhibition, % at 5.96 µM | hit rate 0.5% among 340,000 | AID 504803; in the data active = inhibition above about 36%;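 also: 0% = enzyme with DMSO and 100% = wells lacking enzyme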
# The depositor's hits bear a star; x = no result given. Some of the compounds tested. The share of hits here may be higher or lower than overall.
SMILES,PG9 binder,rCAG RNA binder,mABHD4 FP,SIAE inh,TDP2 absorb,LEDGF integ inh,NR1D1 modulator,TCR CD3 inh,PRMT1 FP inh,HTRA1 inhibitor
CCOC(=O)C1=C(CSc2n[nH]c(N)n2)NC(=O)NC1C (configuration not stated),-0.2,0,4,-1,13,2,1,5,0,4
Cc1ccc(NC(=O)c2ccc(F)cc2F)cc1,0.4,1,3,1,-4,-1,4,7,-1,-6
O=C(NC(=O)c1ccccc1)Nc1ccccc1O,0.0,0,-11,-7,-3,6,-2,-3,10,-5
COc1ccc(NC(=O)Nc2ccc(N3CCOCC3)c3nonc23)c(OC)c1,-2.6,0,0,9,5,3,4,3,-13,-2
Cc1ccc2cc3cc(C(=O)NCCCN4CCCC4)oc3nc2c1,1.3,10,1,-5,-10,3,-18,1,-2,-8
COc1ccc(-n2c(SCC(=O)NCC3CCCO3)nc3ccccc3c2=O)cc1Cl (configuration not stated),-1.7,3,-2,0,9,-4,6,-2,1,-5
Cc1ccc(OCC(O)CN2CC3(C)CC2CC(C)(C)C3)cc1 (configuration not stated),-1.1,-1,16,-2,5,0,-1,-5,1,-1
CN1CC=C2C(C#N)=C(N)C(C#N)(C#N)C(c3cccc(Cl)c3Cl)C2C1 (configuration not stated),-3.7,-7,4,-5,6,4,2,10,9,3
Cc1ccc(CSCCNC(=O)c2ccc(C)cc2)cc1,-2.7,-4,-1,-3,-3,-4,0,2,1,-18
O=C(NNC(=O)c1ccccc1C(=O)O)c1cc2ccccc2o1,1.7,7,-9,0,-16,-7,-1,0,5,-4
O=C(/C(=C/O)N=Nc1ccccc1)c1ccncc1,-1.8,4,-1,10,-9,6,-4,-2,-1,-3
CC(C)(C)NC(=O)COC(=O)c1ccccc1Nc1ccc(SC(F)F)cc1,-0.7,3,-11,-4,8,0,0,-3,0,-19
CNC(=O)c1csc(-c2ccc(C)cc2)n1,-1.6,-2,3,-3,4,1,-2,6,-1,3
O=C(CCC(=O)Nc1ccccc1Cl)NN=C1CCCC1,-1.0,2,-7,1,-14,3,-3,-1,2,7
O=C1C2C3C=CC(CC3)C2C(=O)N1c1ccc([N+](=O)[O-])cc1 (configuration not stated),-1.3,0,3,3,-9,0,2,12,2,-1
CC1(C(=O)NS(=O)(=O)C2CC2)CCN(C(=O)c2ccc(F)cc2Cl)C1 (configuration not stated),2.0,0,6,7,7,1,-7,-7,-3,x
O=C(Nc1nnc(SCc2ccccc2)s1)c1cccs1,1.3,4,-7,-2,-4,-2,2,4,0,6
Cc1ccc(C(c2nnnn2C2CCCC2)N2CCN(c3nc4ccccc4s3)CC2)cc1 (configuration not stated),-1.7,-3,2,2,-10,-2,1,-2,2,1
Cc1ccc(OCC(=O)NNC(=O)Cn2nnc(-c3ccccc3)n2)cc1,-1.0,3,0,-4,-3,2,-1,-2,1,-4
Cn1c(SCc2cccc(Br)c2)nc2ccccc2c1=O,-2.2,-1,2,-8,-5,1,9,7,2,3

# 2 successive entries out of the list so far:
SMILES,PG9 binder,rCAG RNA binder,mABHD4 FP,SIAE inh,TDP2 absorb,LEDGF integ inh,NR1D1 modulator,TCR CD3 inh,PRMT1 FP inh,HTRA1 inhibitor
Cc1ccc(OCC(=O)NNC(=O)Cn2nnc(-c3ccccc3)n2)cc1,-1.0,3,0,-4,-3,2,-1,-2,1,-4
Cn1c(SCc2cccc(Br)c2)nc2ccccc2c1=O,-2.2,-1,2,-8,-5,1,9,7,2,3

# Single records (already shown):
# Cc1ccc(CSCCNC(=O)c2ccc(C)cc2)cc1 across the screens: PG9 binder = -2.7; rCAG RNA binder = -4; mABHD4 FP = -1; SIAE inh = -3; TDP2 absorb = -3; LEDGF integ inh = -4; NR1D1 modulator = 0; TCR CD3 inh = 2; PRMT1 FP inh = 1; HTRA1 inhibitor = -18
# COc1ccc(-n2c(SCC(=O)NCC3CCCO3)nc3ccccc3c2=O)cc1Cl (configuration not stated) across the screens: PG9 binder = -1.7; rCAG RNA binder = 3; mABHD4 FP = -2; SIAE inh = 0; TDP2 absorb = 9; LEDGF integ inh = -4; NR1D1 modulator = 6; TCR CD3 inh = -2; PRMT1 FP inh = 1; HTRA1 inhibitor = -5

# New compounds follow
SMILES,PG9 binder,rCAG RNA binder,mABHD4 FP,SIAE inh,TDP2 absorb,LEDGF integ inh,NR1D1 modulator,TCR CD3 inh,PRMT1 FP inh,HTRA1 inhibitor
C=CCOc1ccc(C(c2c(C)n(C)n(-c3ccccc3)c2=O)c2c(C)n(C)n(-c3ccccc3)c2=O)cc1,-0.1,-8,-1,0,9,-2,-6,-6,0,-4
COC(=O)CSC1=C(C#N)C(c2ccccc2OC)C(C(=O)OC)C(=O)N1 (configuration not stated),2.1,5,-10,-1,-11,1,1,-6,4,3
Cc1cc(NC(=O)c2ccco2)ncc1NC(=O)CCc1ccccc1,0.1,-3,4,-4,-12,-1,4,-3,0,-6
CCOc1ccc(NC(=O)c2ccc(N3CC4CC(C3)c3cccc(=O)n3C4)c(NC(=O)CCN3CCOCC3)c2)cc1 (configuration not stated),0.7,-2,-4,-6,8,1,-4,7,-7,-1
O=P1(O)CC2=C(CC=CC2)C1,-2.3,-1,-7,-5,-6,6,-7,-1,1,-1
COc1cc2cnc(-c3ccccc3)cc2cc1OC,-3.0,-5,-7,-1,0,1,-4,-2,-3,-29
COC(=O)c1cccc(NC(=O)CSc2nc(=O)cc(N)n2-c2ccccc2)c1,-1.9,11,-3,-3,9,1,-3,9,5,-1
O=C(NCCc1ccccc1)OCc1cn(Cc2cccc(F)c2F)nn1,x,-2,0,1,0,1,-7,x,-2,x
O=C(CSc1nc2cc(Cl)ccc2s1)N1CCN(C(=O)c2ccco2)CC1,0.8,5,-2,16,-6,1,0,4,1,-8
CC(C)N1CCN(S(=O)(=O)c2ccc3ccccc3c2)CC1,-0.2,-2,7,7,10,4,-4,4,-6,4
CC(C)c1ccccc1OCCNC(=S)NC(=O)c1cccnc1,-1.0,-3,-16,-11,-11,2,2,-4,7,-3
Cc1ccc(C(=O)N2CCc3ccccc32)cc1NC(=O)c1ccco1,0.0,0,-6,2,-6,-4,-7,3,2,-4
COc1ccc(CC2(CO)CCN(Cc3ccc4nsnc4c3)CC2)cc1,-0.5,-6,0,10,-13,5,2,2,-12,0
C=CCn1c(SCC(=O)NCC2CCCO2)nc2scc(-c3ccccc3)c2c1=O (configuration not stated),1.0,-3,3,-9,-3,0,5,0,5,1
CCOc1ccc(N=C2C(=O)Nc3ccc(C)c(Br)c32)cc1,-3.3,0,2,8,13,-2,-2,3,1,-1
O=C(CSc1ccccc1)NC1CCCCN(Cc2ccc(Cl)cc2)C1=O (configuration not stated),x,1,0,1,1,-4,-4,x,2,x
COC(=O)c1c(C)oc(C)c1S(=O)(=O)Nc1ccc(C(C)C)cc1,1.0,0,-5,0,-4,-1,1,2,0,-14
COc1cccc(-c2cc(C(=O)Nc3ccccc3SC)no2)c1,-2.0,5,-5,-2,3,-3,3,-3,-2,0
Cc1cc(Cl)ccc1OCC(=O)Nc1ccccc1NS(=O)(=O)c1cccs1,-1.0,42*,-9,-2,12,-3,-5,1,-2,-8
O=C(NCC1CCCO1)c1c(O)c2c([nH]c1=O)CCCC2 (configuration not stated),-1.8,-1,-3,5,0,-2,0,0,-1,-1
CCC/C=C1/CCCOC(C(=O)NCc2ccccn2)(C(F)(F)F)C1 (configuration not stated),-0.5,-1,8,3,-1,-3,2,5,1,-4
CSc1ccccc1C(=O)Nc1ccccc1C(=O)N1CCCC1,-1.2,-2,0,-6,1,2,-3,2,-2,2
CC(C)(C)C(=O)OCc1nc(-c2ccc(Cl)cc2)cs1,0.2,-3,-7,-1,1,3,7,4,-3,-2
CC1(C)COC(c2cc3c(cc2Br)OCO3)OC1,-2.1,0,6,-3,3,-1,4,5,-3,8
COc1cc2c(OC(C)=O)c3c(c(-c4ccc5c(c4)OCO5)c2cc1OC)C(=O)OC3,1.1,3,2,3,8,-5,0,1,2,0
CO/N=C(\CS(=O)(=O)Cc1ccc(OC)cc1)c1ccc(Cl)cc1,-1.5,-3,7,-6,-8,0,6,-9,4,-1
CC(C)CNC(=S)NNC(=O)c1nn(C)cc1Cl,-1.3,0,1,11,-3,-2,2,11,0,14
CN1CCN(NC(=O)CSc2ccc(Cl)cc2Cl)CC1,-3.3,1,0,-2,3,1,-2,-5,2,9
Cc1ccc(C)c(C(O)c2ncc(-c3cccc(C(F)(F)F)c3)[nH]2)c1 (configuration not stated),-0.2,-1,-8,-1,-4,0,0,-3,2,x
Cc1cc(-c2ccc(C(C)C)c(S(=O)(=O)N3CCN(c4ccccn4)CC3)c2)on1,0.8,0,-11,-9,-15,1,1,2,-2,-48
COc1ccccc1N1CCN(C(=O)c2cc(C3CC3)on2)CC1,-1.6,-1,1,4,-1,-1,4,2,2,-1
NS(=O)(=O)c1ccc2nc(NC(=O)CS(=O)(=O)c3ccc(F)cc3)sc2c1,-0.8,23,-8,2,15,3,9,3,-4,-11
Cc1cc(CN(C)C(=O)C2CCC(=O)N(CCc3ccccc3)C2)n[nH]1 (configuration not stated),-0.4,0,-3,-10,4,0,-4,4,0,4
Cc1ccc(NC(=O)CN(C)C(=O)CNC(=O)c2cccs2)cc1,0.3,0,-3,13,-3,2,3,3,2,0
CC1(C(=O)NCc2cccc3ccccc23)CCN1C(=O)Cc1ccc(-c2ccccc2)cc1 (configuration not stated),1.8,6,-22,-14,-4,-8,7,-2,1,x
CSc1ccc(/C=N/n2c(COc3ccccc3)n[nH]c2=S)cc1,1.4,28,-5,-1,-9,-4,-1,-4,22*,-8
CNc1cncc(-c2ccc(C)cc2)n1,-0.2,2,0,2,-2,4,0,-7,0,x
CCOC(=O)N1CCC(NC(=O)c2cc(S(=O)(=O)N3CCC4(CC3)OCCO4)ccc2F)CC1,-0.1,-7,2,-6,14,-1,2,3,2,-1
Cc1ccc(NC(=O)c2cc(C)nn2-c2ccccc2)cc1,0.1,4,-1,-5,-5,2,-3,1,-5,-4
COc1ccccc1NC(=O)/C(C#N)=C/c1ccncc1,-1.0,2,5,0,-11,0,-2,2,-8,5
Cc1ccc(C)c(OCC(=O)NNC(=O)c2ccc(NC(=O)C3CC3)cc2)c1,0.5,1,-4,-10,-1,-5,0,-2,11,-1
C/C(CC(=O)Nc1ccc(Cl)cc1C(F)(F)F)=N\NC(=O)c1cccs1,-1.3,2,-7,-5,-14,-4,-1,6,2,-11
O=C1CN(c2ccccc2)C(=S)N1C(=O)c1ccc(Br)cc1,-3.1,20,1,-3,18,5,-1,-2,-2,-12
Cc1ccc(S(=O)(=O)N2CC=C(C(=O)NCc3ccccc3)CC2)cc1,0.0,5,4,1,-14,2,-3,8,-2,-5
